Screens: PubChem BioAssay, National Center for Advancing Translational Sciences (NCATS)
PI5P4Ka inh: qHTS for Inhibitors of phosphatidylinositol 5-phosphate 4-kinase (PI5P4K) | Phosphatidylinositol 5-phosphate 4-kinase type-2 alpha (Homo sapiens), P48426 | PI5P4Kalpha enzyme, ADP-Glo luminescence, 60 min; stronger effect = lower value | max response, % | 1.2% of 330,000 active; active means max response of -50% or lower; inconclusive means between -30% and -50%; inactive means -30% or higher; further: value at the top dose of about 77 µM; on the % scale 0 is the no-effect control and ±100 the full control effect
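PI5P4Kalpha ADP-Glo assay; 5 microM ATP final; 60 min RT reaction; HEPES pH 7.4/EGTA/CHAPS, 5% DMSO; controls lacking substrate or enzyme; luminescent end-point.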
WRN helicase inh: qHTS for Inhibitors of WRN Helicase | WRN helicase unwinding, fluorescent forked duplex, kinetic | AID 651768, 2012 | Potency, µM (highest dose often 114 µM), without a hit: top-dose activity change, negative = inhibition, most hits filed as inhibitors | 0.46% of 360,000 active; further: potency means the concentration at half of the fitted maximal effect; on the % scale 0 is the no-effect control and ±100 the full control effect; nearly all actives have a fitted effect of over 55% in size
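Kinetic red-fluorescence monitoring (525/598 nm) tracks WRN helicase activity after 100 nM fluorophore-quencher forked duplex and 2 mM ATP are added to 20 nM enzyme pretreated 15 min at room temperature with compound.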
PLK1 PBD block: qHTS for Inhibitors of PLK1-PDB (polo-like kinase 1 - polo-box domain): Primary Screen. Serine/threonine-protein kinase PLK1 (Homo sapiens), P53350. 2.8% of 360,000 active. Potency, µM, inactives show max response, negative = inhibition, most hits filed as inhibitors. Plk1 PBD binding of FITC phosphopeptide, fluorescence polarization; further: potency means the concentration at half of the fitted maximal effect; series mostly up to about 57 µM; on the % scale 0 is the no-effect control and ±100 the full control effect; nearly all actives have a fitted effect of over 65% in size
EPAC1 agonist: qHTS for Agonist of cAMP-regulated guanine nucleotide exchange factor 3 (EPAC1): primary screen; Rap guanine nucleotide exchange factor 3 (Homo sapiens), O95398; EPAC1 agonist qHTS, biochemical assay; response scale: 100% = response to 6.5 mM cAMP; Potency, µM (highest dose often 154 µM), for the others: at the highest dose activation, actives largely listed as activators; 0.073% of 360,000 active; further: potency means the concentration at half of the fitted maximal effect; nearly all actives have a fitted effect of over 60% in size
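Read-out is the fluorescence drop as BODIPY-GDP leaves Rap1B (480 nm excitation, 540 nm emission), recorded every 5 minutes over 30 minutes. Reactions held 100 nM EPAC1, 250 nM Rap1B–BODIPY-GDP and 50 uM GDP, with 6.5 mM cAMP setting full activation.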
EPAC2 ag: qHTS for Agonist of cAMP-regulated guanine nucleotide exchange factor 4 (EPAC2): primary screen; Rap guanine nucleotide exchange factor 4 (Homo sapiens), Q8WZA2; EPAC2 activation, biochemical qHTS; response scale: 100% = 6.5 mM cAMP response; Potency, µM (doses to about 154 µM), for the others: top-dose activation, actives largely listed as activators; 0.079% of 360,000 active; further: potency means the concentration at half of the fitted maximal effect; nearly all actives have a fitted effect of over 50% in size
Target sequence (Q8WZA2 whole entry, looked up): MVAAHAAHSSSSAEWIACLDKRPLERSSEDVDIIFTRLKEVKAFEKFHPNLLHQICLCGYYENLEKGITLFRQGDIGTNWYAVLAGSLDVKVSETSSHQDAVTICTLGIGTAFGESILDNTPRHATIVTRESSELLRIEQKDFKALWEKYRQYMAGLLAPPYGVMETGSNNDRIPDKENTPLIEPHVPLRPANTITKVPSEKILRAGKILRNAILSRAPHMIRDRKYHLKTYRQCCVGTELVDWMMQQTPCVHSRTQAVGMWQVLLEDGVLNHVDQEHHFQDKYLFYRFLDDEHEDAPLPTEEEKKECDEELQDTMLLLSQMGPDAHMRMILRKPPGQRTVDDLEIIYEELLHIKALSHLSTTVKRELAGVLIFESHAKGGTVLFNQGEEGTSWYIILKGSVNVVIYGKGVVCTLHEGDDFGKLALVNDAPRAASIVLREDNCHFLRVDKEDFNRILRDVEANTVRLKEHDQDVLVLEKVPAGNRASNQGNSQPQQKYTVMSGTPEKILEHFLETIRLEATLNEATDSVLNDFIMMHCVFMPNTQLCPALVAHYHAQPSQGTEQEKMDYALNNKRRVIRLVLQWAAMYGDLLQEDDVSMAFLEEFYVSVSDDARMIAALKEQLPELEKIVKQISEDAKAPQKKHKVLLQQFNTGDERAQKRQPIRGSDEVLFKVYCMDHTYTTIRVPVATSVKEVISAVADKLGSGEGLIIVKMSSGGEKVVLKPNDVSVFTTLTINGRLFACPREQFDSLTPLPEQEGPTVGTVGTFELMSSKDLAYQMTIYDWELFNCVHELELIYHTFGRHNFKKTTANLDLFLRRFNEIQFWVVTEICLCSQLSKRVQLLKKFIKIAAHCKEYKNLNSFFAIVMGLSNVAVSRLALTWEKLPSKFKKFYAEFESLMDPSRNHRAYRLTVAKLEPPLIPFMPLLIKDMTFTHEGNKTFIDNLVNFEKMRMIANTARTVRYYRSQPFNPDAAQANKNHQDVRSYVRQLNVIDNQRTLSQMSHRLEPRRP
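qHTS, titration series. 100 nM EPAC2 / 250 nM Rap1B-BODIPY-GDP / 50 uM GDP; RT; ex 480/em 540 nm, 5-min reads to 30 min. Norm. to 6.5 mM cAMP = activation.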
CCT chaperon mod: High-Throughput Screening for Modulators of Cytosolic Chaperonin Activity | purified chaperonin ATPase assay, HTRF ADP detection, 30 min | activity change, % (test concentration not listed), hits read low | 0.3% of 360,000 active; in the data active means activity change below about -30%; further: on the % scale 0 is the no-effect control and ±100 the full control effect
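TRiC (40 or 20 nM final, by batch activity) in 30 mM Tris pH 7.4, 100 mM KCl, 5 mM MgCl2, 1 mM DTT was treated with compound at 76 uM single dose, then 10 uM ATP, 30 min at 37 °C. ADP was read by HTRF Transcreener.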
EPAC1 antag: qHTS for Antagonist of cAMP-regulated guanine nucleotide exchange factor 3 (EPAC1): primary screen | Rap guanine nucleotide exchange factor 3 (Homo sapiens), O95398 | AID 720709, 2013 | EPAC1 GEF assay, Rap1b-BODIPY-GDP exchange fluorescence | Potency, µM (top dose mostly 115 µM), for the others: top-dose activity change, negative = inhibition, hits mostly inhibitors | 0.14% of 360,000 active;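 further: potency means the concentration at half of the fitted maximal effect; plate controls were vehicle for no effect and positive control for full effect; nearly all actives have a fitted effect of over 50% in size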
IL2 activator: qHTS of IL-2 Activators; IL-2 activation reporter assay, cell-based qHTS; stimulated with anti-CD3/CD4/CD28 beads; in transgenic mouse T cells; activation, % (series mostly up to about 46 µM); 0.065% of 360,000 active; in the data active means activation above about 50%; inconclusive means mostly about 30% to 49%; further: 0% is about no effect
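Readout: EGFP and DsRed signals by fluorescent plate cytometry. Unstimulated transgenic mouse T cells received compound 60 min before antibody-bead stimulation, then incubated 18 h at 37 degrees C.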
Numbers without * were called inactive; ? = inconclusive; · = not tested or not shown; & = joins results of further samples; [ ] = remark or other dose. Unless noted, the call rests on the fitted dose curve; in most records, active means well fitted curve in the direction sought with a large enough effect; inconclusive means small, poorly fitted or top-dose-only effect, or another doubt; inactive means no such curve, though single readings can be large; an effect the other way counts as inactive or inconclusive. Only part of the results is shown; count on the stated rates, not on these rows.

canonical_smiles	PI5P4Ka inh	WRN helicase inh	PLK1 PBD block	EPAC1 agonist	EPAC2 ag	CCT chaperon mod	EPAC1 antag	IL2 activator
Cc1nc(-c2ccc(S(=O)(=O)Nc3ccc(S(N)(=O)=O)cc3)cc2)co1	5	-2%	-11%	-4%	6%	0.6	-4%	-1.8
O=C(Cc1cccs1)Nn1c(Cc2cccs2)nc2ccccc2c1=O	-23	-12%	-6%	-7%	0%	2.6	-6%	0.7
CCCNC(=O)CN1C(=O)NC(CCSC)C1=O (centres undefined)	0	1%	-9%	3%	-3%	-0.5	-1%	0.1
Nn1c(-c2ccccn2)nnc1-c1ccccn1	2	-4%	-1%	2%	9%	-1.4	-8%	-0.3
CCN(CC)c1nc(SCC(=O)O)nc(N(CC)CC)n1	·	-8%	-1%	-4%	1%	2.5	2%	0.0
CSc1ncccc1C(=O)OC(C)C(=O)Nc1ccc2c(c1)OCCO2 (centres undefined)	1	2%	-5%	-8%	-3%	2.8	0%	-1.4
Cc1c(Cl)cccc1NC(=O)CNC(=O)c1ccccc1F	3	-20%[57.1 µM]	-4%	0%	4%	0.8	5%	1.1
Cn1nc(C(F)(F)F)c(-c2ccc(Br)cc2)c1NC(=O)c1ccco1	-10	0%	2%	-4%	9%	-1.7	-1%	0.6
C=CCOn1c(=O)c(-c2cccs2)[n+]([O-])c2ccccc21	·	-1%	0.84µM*	-2%	4%	0.9	19%	0.7
O=C(NCc1ccco1)c1cnn2cccnc12	9	-11%	-7%	2%	1%	0.2	0%	-2.4
COC(=O)c1scc(C)c1NC(=O)c1ccccc1F	2	6%	1%	-7%	-3%	0.1	-11%	2.3
Cc1ccc(CNC(=O)CSc2ccsc2[N+](=O)[O-])cc1	-9	-3%[57.1 µM]	-18%	-9%	3%	-1.0	-9%	0.3
CCC(NC(=O)Nn1cnnc1)(C(F)(F)F)C(F)(F)F	·	-4%	4%	4%	-2%	-0.2	-4%	-0.8
Cc1ccc(S(=O)(=O)CCC(=O)OCC(=O)N(C)Cc2ccccc2)cc1	11	2%	-2%	-2%	-5%	2.7	11%	1.0
O=C(c1ccc2ccccc2c1)N1CCc2ccccc21	10	-16%	2%	-2%	0%	0.0	?	-6.0
COc1ccc(/C=N/OCC(=O)N2CC3(C)CC2CC(C)(C)C3)cc1 (centres undefined)	·	-9%	-1%	2%	-3%	1.0	-7%	1.6
Cc1ccc(Oc2cnn(-c3ccccc3)c(=O)c2Br)cc1	1	-5%	3%	2%	12%	-0.8	-1%	0.5
CC(C)CCNC(=O)c1cccc(S(=O)(=O)N2CCc3ccccc32)c1	2	-2%	-2%	0%	-5%	-1.5	-8%	-0.3
CC(=O)N1CCN(C(=O)c2ccc3oc(CCCc4ccccc4)nc3c2)CC1	-9	-5%	-8%	5%	-1%	1.5	17%	-2.0
Cc1[nH]c2ccccc2c1/C=N/NC(=O)c1cccc([N+](=O)[O-])c1	8	-11%[57.1 µM]	-11%&12%	-6%	11%	1.2	-9%	-0.7
CCC(C)Sc1ccc([C@H]2N[C@@](Cc3ccccc3)(C(=O)OC)[C@H]3C(=O)N(C)C(=O)[C@@H]23)cc1 (some centres undefined)	0	-4%	1%	-6%	-2%	-12	-10%	1.6
COc1ccccc1OCc1nc(-c2cccc([N+](=O)[O-])c2)no1	8	2%	-8%	18%	11%	-2.9	17%	-0.5
COc1ccc(-c2nc(NC(=O)c3ccc(OCC(=O)N4CCOCC4)c(OC)c3)sc2C)cc1	5	-9%	9%	9%	6%	0.1	1%	-3.5
O=C(NC1CCCC1)C(c1cccs1)N(Cc1ccco1)C(=O)Cn1nnc(-c2cccs2)n1 (centres undefined)	·	2%	-10%	2%	5%	-0.8	3%	-3.0
CCc1nc2ccccc2c(C(=O)OCC(=O)C(C)(C)C)c1C	-8	-2%	-5%	0%	4%	-1.7	-18%	-0.6
C=CCN(c1ccccc1Cl)S(=O)(=O)c1cccc(C(=O)NCCc2ccc(OC)cc2)c1	12	-5%	-5%	5%	14%	-2.0	-20%	-0.1
CC(=O)NC(c1ccccc1)c1nc(-c2csc3ccccc23)cs1 (centres undefined)	18	-12%	-11%	-12%	-9%	0.4	-20%	-0.7
Fc1ccccc1NC(=S)NCc1ccccc1	3	13%	-11%	-5%	-1%	1.8	-9%	0.9
COc1ccc(CCNC(=O)C(=O)Nc2ccc3nc4n(c(=O)c3c2)CCCCC4)cc1OC	-1	-2%	-8%	-2%	4%	-2.2	-18%	-1.4
CC1=CC(C)(C)N(C(=O)CSc2nnc(N)s2)c2cc(C)c(C)cc21	·	2%	-2%	4%	-3%	0.7	-2%	0.9
Cc1ccccc1OCC(=O)Nc1nnc(-c2ccncc2)s1	-17	4%	-28%	4%	14%	-0.2	7%	-0.6
CCNC(=S)N(CCc1c(C)[nH]c2ccccc12)Cc1cccnc1	-4	-5%	?	9%	1%	2.1	-23%	1.0
CC(C)c1ccc(Nc2ncccc2C(=O)O)cc1	-3	-7%	-17%	4%	6%	-1.8	9%	4.1
CCOC(=O)c1ccc(NC(=O)c2cc(S(=O)(=O)N3CCOCC3)ccc2O)cc1	-12	-6%	-3%	-9%	-3%	-2.3	-5%	2.4
COc1ccccc1N1CCNC(C)C1=O (centres undefined)	-1	-8%	8.4µM*	2%	4%	0.4	-7%	-0.8
Cc1cccc(C)c1-n1nnnc1C1(C)CCC(=O)N1CCCN1CCOCC1 (centres undefined)	-2	0%	-1%	10%	2%	-4.1	8%	0.0
Cc1cc(/C=C2/NC(=S)NC2=O)c(C)n1-c1cccnc1	-3	-17%	-7%	12%	12%	-1.8	-9%	2.3
CC(=O)N1c2ccc(S(=O)(=O)N3CCCC3)cc2CC1C(=O)Nc1cc(C)cc(C)c1 (centres undefined)	6	-8%	10%	-3%	4%	-2.1	?	1.7
COc1ccc(N(CC(=O)NC(C)(C)C)C(=O)CCC(=O)Nc2nccs2)c(OC)c1	-1	1%	-4%	-4%	5%	-5.0	-9%	-0.8
CC(C)CSc1nc2ccccc2n1CC(N)=O	·	1%	-1%	-1%	10%	-1.9	10%	1.3

Part of the list above, as labelled records.
O=C(NCc1ccco1)c1cnn2cccnc12
  PI5P4Ka inh: 9
  WRN helicase inh: -11%
  PLK1 PBD block: -7%
  EPAC1 agonist: 2%
  EPAC2 ag: 1%
  CCT chaperon mod: 0.2
  EPAC1 antag: 0%
  IL2 activator: -2.4
COC(=O)c1scc(C)c1NC(=O)c1ccccc1F
  PI5P4Ka inh: 2
  WRN helicase inh: 6%
  PLK1 PBD block: 1%
  EPAC1 agonist: -7%
  EPAC2 ag: -3%
  CCT chaperon mod: 0.1
  EPAC1 antag: -11%
  IL2 activator: 2.3

Other records follow.
canonical_smiles	PI5P4Ka inh	WRN helicase inh	PLK1 PBD block	EPAC1 agonist	EPAC2 ag	CCT chaperon mod	EPAC1 antag	IL2 activator
COc1ccc(S(=O)(=O)NCCc2c(C)nn(C)c2Oc2ccccc2)cc1	0	7%	-1%	3%	-7%	-0.3	16%	-2.4
Fc1ccc(-c2n[nH]c(=S)n2CC2CCCO2)cc1 (centres undefined)	5	-11%	-20%	1%	0%	0.6	13%	0.0
COc1ccc(-c2noc(CN3CCN(C(=O)c4cccs4)CC3)n2)c(OC)c1OC	-1	-6%	21µM*	11%	10%	-0.4	5%	-1.8
CCOC(=O)C1(CCC(C)C)CC(CSc2nc3ccccc3[nH]2)OC1=O (centres undefined)	·	-12%	0%	19%	19%	-1.9	-14%	-1.4
COc1ccc(-c2cc(C(=O)NCc3ccco3)c3ccccc3n2)cc1	8	-1%	-6%	-4%	1%	-2.1	-18%	0.1
CCCCOc1ccc(/C(N)=N/O)cc1	·	-4%	0%	-5%	-9%	0.6	9%	-0.5
COc1ccc(NC(=O)N(C)C[C@H]2Oc3ccc(NS(=O)(=O)c4ccccc4)cc3C(=O)N([C@H](C)CO)C[C@@H]2C)cc1	7	-1%	-17%	-4%	7%	-0.7	-7%	-3.2
CCOc1cc(C(=O)NC(C)COC)cc(OCC)c1OCC (centres undefined)	-2	-13%	-5%	-5%	-5%	1.6	-16%	0.2
COc1cc(/C=C/C(=O)Nc2cccnc2)cc(OC)c1OC	-1	4%	-14%	3%	8%	-1.1	-10%	0.2
CSc1nsc(SC)c1NC(=O)Nc1ccccn1	·	-6%	-7%	3%	3%	0.5	2%	-3.2
O=C(NCCc1ccccn1)c1ccc(OC(F)F)cc1	0	-4%	-5%	-2%	6%	-4.9	19%	-2.1
CN(c1ccc(OCC(=O)OCC(=O)c2c(N)n(C)c(=O)n(C)c2=O)cc1)S(=O)(=O)c1ccc2ccccc2c1	-1	-4%	1%	-5%	-2%	0.1	-1%	-5.0
COc1cccc(C2=CC(c3ccccc3)n3nnnc3N2)c1 (centres undefined)	·	-2%	-11%	21%	19%	-0.4	0%	0.2
C[C@H](CO)N1C[C@H](C)[C@H](CN(C)C(=O)Nc2cccc(Oc3ccccn3)c2)OCc2cnnn2CCCC1=O	1	8%	-11%	6%	7%	1.1	14%	-3.7
Cc1cc(C)nc(N/N=C2/CCSc3ccc(F)cc32)n1	4	-4%	-6%	-7%	2%	0.1	-7%	-1.8
Nc1nnc(-c2cccc([N+](=O)[O-])c2)s1	-1	1%	-12%	1%	-2%	2.6	-8%	0.5
Cc1ccc(Nc2nc(OC(C(F)(F)F)C(F)(F)F)nc(N3CCOCC3)n2)cc1	0	-24%[57.1 µM]	-3%	-33%[inhibitor]	-20%	-0.4	-15%	-1.0
C=CCNC(=S)NNC(=O)COc1cccc(Cl)c1	·	10%	-27%	1%	0%	-1.2	10%	-1.8
COc1ccc(C(=O)OCc2c(-c3cccc(OC)c3)ncc3ccccc23)cc1	16	-11%	-4%	-5%	11%	-1.6	-8%	-3.2
COc1ccc(C(=O)/C=C/c2cccnc2)c(OC)c1	-5	-9%	-4%	0%	1%	-0.1	-32%	-1.0
